# Assay outcomes (PubChem)
# SENP1 inh – inhibitors of human SENP1 SUMO protease catalytic domain; Q9P0U3; recombinant SENP1 catalytic domain, CyPet-SUMO1-YPet FRET cleavage; inhibition, % at 10 µM; hit rate 0.21% among 360,000; AID 624204;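 active = inhibition at least 30% at 10 µM, raw YFP signal under a set limit, fluorescence ratio 0.5 to 1.5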;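 note: 0% = enzyme with DMSO and 100% = no enzyme wells; some results filed as inactive read as strong as hits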
# Target sequence (Q9P0U3 419-644 limits assumed): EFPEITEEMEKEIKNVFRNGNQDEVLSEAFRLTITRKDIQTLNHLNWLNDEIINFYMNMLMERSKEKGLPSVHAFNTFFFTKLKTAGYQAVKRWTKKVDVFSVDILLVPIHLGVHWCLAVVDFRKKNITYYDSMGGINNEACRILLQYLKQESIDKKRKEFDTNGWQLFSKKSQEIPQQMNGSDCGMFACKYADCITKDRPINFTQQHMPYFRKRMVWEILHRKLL
#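 Assay system – human recombinant His6-tagged SENP1 catalytic domain enzyme · Input – SENP1 enzyme, 20 pM final · Buffer or medium – Tris pH 8 buffer plus EDTA, NaCl, BME, BSA, NP40, catalase · Schedule – 50 min reaction at room temperature · Technique – FRET read of cyan and yellow fluorescence · Control set – no-enzyme wells low, DMSO-plus-enzyme wells high control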
# ATG4B inhibitor – inhibitors of human ATG4B cysteine protease. Q9Y4P1. ATG4B cleavage of LC3-PLA2, NBD-HPC fluorescence, 1 h. inhibition, % at 8.33 µM. hit rate 0.51% among 340,000. AID 504462; in the data active = inhibition above about 40%
# Target sequence (Q9Y4P1 whole entry, looked up): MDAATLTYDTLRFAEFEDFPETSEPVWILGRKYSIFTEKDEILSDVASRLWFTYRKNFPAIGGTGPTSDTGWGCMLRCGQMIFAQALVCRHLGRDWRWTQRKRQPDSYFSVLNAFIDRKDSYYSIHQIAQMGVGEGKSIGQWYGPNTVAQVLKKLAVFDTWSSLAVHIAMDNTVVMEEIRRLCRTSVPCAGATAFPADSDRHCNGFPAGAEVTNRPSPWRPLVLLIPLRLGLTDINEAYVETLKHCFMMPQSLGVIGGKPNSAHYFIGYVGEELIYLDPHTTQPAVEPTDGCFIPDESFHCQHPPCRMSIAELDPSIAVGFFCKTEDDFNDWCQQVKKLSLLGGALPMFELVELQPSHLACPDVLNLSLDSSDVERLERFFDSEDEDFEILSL
# SENP6 block – blocks the human protease SENP6. AID 2599. inhibition, % at 10 µM. hit rate 1.8% among 330,000. Recombinant SENP6 catalytic domain, aminoluciferin luminescence. Q9GZR1;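 active = inhibition above about 50% at the single tested dose, limit read from the data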;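 note: plate controls were DMSO wells with enzyme for no effect and DMSO wells lacking enzyme for full effect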
# hIAP activ – human IAP activation. purified human IAP, CDP-Star luminescence, 30 min; stronger effect = higher value; 1 = vehicle-only enzyme, 0 = enzyme-free background. AID 2524. hit rate 0.16% among 330,000. activation factor at 10 µM;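 active = activation factor of the enzyme at least 2-fold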; note: the source names both 10 and 20 µM as test concentration; values of inactives mirror those of a sister screen read the other way
# SENP8 inh – inhibitors of human SENP8 protease; Q96LD8; recombinant SENP8, Nedd8 substrate fluorescence; inhibition, % at 20 µM; hit rate 0.64% among 360,000; AID 602440; in the data active = inhibition mostly above about 40%, no sharp cut-off; inactive = mostly below about 27%
# Target sequence (Q96LD8 whole entry, looked up): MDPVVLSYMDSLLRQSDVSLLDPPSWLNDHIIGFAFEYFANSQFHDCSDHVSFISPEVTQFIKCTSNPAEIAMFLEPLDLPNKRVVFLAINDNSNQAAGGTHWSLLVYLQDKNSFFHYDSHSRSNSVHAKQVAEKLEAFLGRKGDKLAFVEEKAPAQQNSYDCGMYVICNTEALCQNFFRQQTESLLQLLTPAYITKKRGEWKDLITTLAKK
# MPTP inh – blocks calcium-induced mitochondrial swelling. isolated mouse mitochondria, Ca2+ swelling absorbance, 30 min. inhibition, % at 10 µM. hit rate 1.4% among 360,000. AID 602449;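 active = inhibition of 50% or more, scaled per plate between neutral and stimulator controls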;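 note: 0% = DMSO wells given calcium and 100% = 1 mM EGTA wells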
# PfG6PD inh – PfG6PD (Plasmodium falciparum) enzyme inhibition; PfGluPho enzyme, NADPH resazurin-diaphorase fluorescence; inhibition, % at 20 µM; hit rate 0.78% among 350,000; AID 504690;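 active = inhibition reaching at least a set limit at 20 µM in the primary screen, cut at about 59% in these data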;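 note: 0% = DMSO wells with substrate and 100% = DMSO wells lacking glucose-6-phosphate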
# GRIN3A LBD mod – modulates the human NR3A ligand-binding domain; NR3A LBD differential scanning fluorimetry, Tm shift; 0% = protein alone, 100% = glycine-bound protein; Tm shift relative to glycine control, % at 25 µM; hit rate 2.5% among 340,000;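 active = melting temperature shift of at least 10% of the positive control shift, at one fixed dose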
# The depositor's hits bear a star; x = no result given.
compound	SENP1 inh	ATG4B inhibitor	SENP6 block	hIAP activ	SENP8 inh	MPTP inh	PfG6PD inh	GRIN3A LBD mod
COc1cc2c(cc1OC)-c1cc(OCc3cccnc3)nc(=O)n1CC2	-29	-9	x	x	-338	0.3	-13	-1
CCOc1ccccc1NC(=S)NCC1CCCO1 (stereo not given)	0	-10	0	0.84	15	0.5	-5	-7
Cc1cc(NC(=O)CSc2cn(C)c3ccccc23)no1	0	-14	-8	1	17	-1.4	26	-1
COc1ccc2nc(NC(=O)c3ccc(-n4nc(C)cc4C)cc3)sc2c1	0	-15	-22	1.2	-480	3.3	-4	1
COc1ccc(Br)cc1S(=O)(=O)n1nc(C)cc1C	1	-2	6	0.84	1	0.7	16	-2
CCOC(=O)C1CCCN(c2c(NCC3CCCN3CC)c(=O)c2=O)C1 (stereo not given)	-2	2	5	1.1	18	-0.7	-12	2
CCCCSc1nnc(-c2ccc(NC(C)=O)cc2)n1C	0	-13	1	1.1	-9	-3.2	-9	0
COc1ccc(-c2cn(Cc3cccc(OC)c3)nn2)cc1	1	17	-5	0.85	7	-0.2	16	0
Cc1ncc(CN2CCCCC2C(=O)Nc2ccc(Oc3ccccc3)nc2)cn1 (stereo not given)	-3	5	1	1.1	-3	1.3	1	1
Cc1cccc(NC(=O)c2ccc(CN3CCN(Cc4ccccc4)CC3)cc2)c1	0	6	-5	1	2	0.7	-12	-2
CCCCC1=CC2=C(c3ccco3)C(=O)C(C)(OC(=O)c3ccc(OC)cc3)C(=O)C2=CN1CCCOC(C)C (stereo not given)	-13	5	10	1	-110	0.4	16	0
CN(C)c1c([N+](=O)[O-])cc(N2C(=O)C=CC2=O)cc1[N+](=O)[O-]	0	1	x	x	20	9.2	103*	-10
O=C(COc1ccc(C(=S)N2CCC(Cc3ccccc3)CC2)cc1)N1CCOCC1	0	-5	-3	0.86	15	-1.3	7	-1
CSc1cccc(CNC(=O)C2CCC(=O)N(CCCN3CCCC3=O)C2)c1 (stereo not given)	-2	23	-6	1.2	7	0.2	6	0
CC(=O)N1CCN(c2ccc(NC(=O)c3ccc(C)c([N+](=O)[O-])c3)cc2)CC1	-2	3	15	1.4	13	-1.8	-6	-2
Cc1nn(-c2ccccc2)c(CC(C)(C)C(=O)O)c1C(=O)O	1	-7	-13	0.67	18	-5.4	2	1
COc1ccc(N2C(=O)C(F)(F)C2c2cccc(F)c2)cc1 (stereo not given)	1	-1	-11	1.1	12	-1.1	-13	2
O=c1c(C=NCCCn2ccnc2)c(-c2ccccc2)[nH]n1-c1nc2ccccc2s1	2	-37	-10	1.3	23	-0.9	15	0
C[C@H](CO)N1C[C@H](C)[C@@H](CN(C)C(=O)NC2CCCCC2)Oc2ccc(NC(=O)C3CC3)cc2C1=O	2	1	x	x	10	0.6	3	3
Cc1cc(C)cc(NCCC#N)c1	3	0	2	0.73	17	1.1	-2	5
Cc1[nH]c2ccc(F)cc2c1CCN(Cc1cccnc1)C(=S)Nc1ccc(F)cc1	-1	-16	-9	1.3	7	-0.4	27	-1
CCC[C@@H]1Cc2ccccc2N1C(C)=O	4	-5	6	0.76	-5	2.4	9	-1
O=C(O)c1cc(Cl)c(Cl)cc1C(=O)N(Cc1ccccc1)Cc1ccccc1	0	43*	-4	1.2	11	0.5	-42	1
COc1cc(NS(=O)(=O)c2ccc(NC(C)=O)cc2)cc(OC)c1	1	2	8	0.94	26	54*	1	0
CSc1scc2c1-c1nc(SCC(=O)C(C)(C)C)ncc1CC2	0	-6	-11	1.6	-407	6.5	11	-1

compound	SENP1 inh	ATG4B inhibitor	SENP6 block	hIAP activ	SENP8 inh	MPTP inh	PfG6PD inh	GRIN3A LBD mod
Cc1ccc(S(=O)(=O)N2CCN(C(=O)COC(=O)c3ccccc3OC(F)F)CC2)c(C)c1	0	-4	x	x	2	0.3	6	-2
FC(F)(F)c1cccc(OCc2nnc3n2CCC3)c1	0	-14	3	0.97	-7	-0.1	12	2
COc1cccc(C=NCCCN=Cc2cccc(OC)c2O)c1O	17	11	-1	1.5	22	-16	25	2
CC(C)(C)NCc1ccc(OCc2cccs2)cc1	1	2	4	1	3	-0.9	-17	-2
COc1ccc(Cl)cc1S(=O)(=O)n1c([N+](=O)[O-])cnc1C	0	4	-22	0.91	3	0.1	-4	0
O=C(CN1CCOCC1)Nc1ccc(-c2nc3ccccc3[nH]2)cc1	-1	14	14	0.91	-73	0.1	12	-7
COc1ccc(CCNC(=O)CCc2nc3ccccc3[nH]2)cc1OC	-1	6	-8	1	21	0.8	-12	1
CCOC(=O)c1cnc2c(C)c(Cl)ccc2c1NCCCN1CCOCC1	2	-3	0	1.3	-95	1.3	32	0
CCC(C(=O)OCC(=O)N1CCN(S(=O)(=O)c2ccc(C)cc2C)CC1)c1ccccc1 (stereo not given)	2	-13	4	1.1	14	-0.6	16	2
O=C(CCC(=O)N1CCCC(Nc2ccccc2)C1)c1ccc(F)cc1 (stereo not given)	3	22	20	1.1	11	-1.4	11	-1
COc1ccc(NC(=O)CN2CCN(S(=O)(=O)c3ccc(C(C)C)cc3)CC2)cc1OC	2	-19	-22	1.1	28	-2.6	-3	-1
CCN(Cc1ccccc1)C(=O)C1CCN(Cc2ccc(OC)c(OC)c2OC)CC1	0	-8	-29	0.98	15	16	-5	4
NNC(=O)c1cc(-c2ccccc2)sc1N	-5	10	-8	0.93	-30	1.4	8	-2
COCCN(C(=S)Nc1ccc(OC)cc1)C1CCN(C(C)=O)CC1	3	-4	9	1.1	19	1.6	-1	-2
CC(C)CNC(=O)C(=O)NCC1CCCN1S(=O)(=O)c1cccs1 (stereo not given)	0	1	-13	1	-3	-1.2	7	2
C=CCOC(=O)C1=C(C)NC(=O)NC1C1CC=CCC1 (stereo not given)	0	-8	-12	0.92	22	-2.4	-16	2
Cc1ccc(-c2nnc(Nc3ccc(O)cc3)c3ccccc23)cc1S(=O)(=O)NCCO	1	-12	-16	1.2	33	2.2	14	2
Cn1cc(/C=C/c2cc[n+](C)cc2)c2cc(Cl)ccc21	-24	8	x	x	-31	-1.0	-21	-2
Cc1ccccc1NC(=O)COC(=O)c1ccc2c(c1)C(=O)N(CCCN1CCOCC1)C2=O	2	0	x	x	16	0.3	-2	0
CCOC(=O)Cc1c(C)nc2c(-c3ccccc3)c(C)nn2c1C	2	-5	-10	1	-37	-0.3	4	0
Cc1cc(S(=O)(=O)N2CCCC2)ccc1OCC(=O)NCc1ccccc1	0	2	5	1	14	-0.4	10	-5
O=C(NCc1n[nH]c(=S)n1-c1ccccc1)c1ccc(S(=O)(=O)N2CCOCC2)cc1	3	-7	-14	0.97	6	-1.7	18	0
Nc1c(-c2ccccc2Cl)cnn1-c1cccc([N+](=O)[O-])c1	2	25	11	0.9	7	2.1	7	-1
Cc1cc(C)c(NC(=O)CSCc2nc3sc(C)c(C)c3c(=O)[nH]2)c(Cl)c1	4	0	-10	0.98	-71	0.5	7	0
CC(=O)Nc1ccc(SCCN2CC[C@@H](C)CCC2=O)cc1	0	2	-2	0.87	17	0.8	-5	-3

compound	SENP1 inh	ATG4B inhibitor	SENP6 block	hIAP activ	SENP8 inh	MPTP inh	PfG6PD inh	GRIN3A LBD mod
c1ccc(OCCCn2nnc(-c3cccnc3)n2)cc1	-4	-1	-23	0.88	23	0.2	-3	-10
COc1ccc(CCN(C)C(=O)CSc2nc3ccccc3c(=O)n2CC2CCCO2)cc1OC (stereo not given)	0	7	x	x	7	-0.5	-10	-1
COc1ccc(CNC(=O)c2cccc(NC(=O)c3ccccc3)c2)cc1	1	0	-6	0.96	13	2.2	2	-9
CCCCN(CCCC)CCNC(=O)c1cn(CC)c2ccc(S(=O)(=O)N3CCCC3)cc2c1=O	2	4	-17	1.3	9	-1.0	-4	1
CC(=O)c1c(C)nc2ccc(C)cc2c1-c1ccccc1	3	-8	-6	0.99	6	-2.4	0	-2
COC(=O)NNC(=O)c1ccc(C(C)(C)C)cc1	-1	16	1	0.76	9	0.4	-2	0
CCN(CC)c1ccc(NC(=O)c2cc3ccccc3o2)c(C)c1	4	4	-10	0.93	20	-0.1	16	1
CC1=CC(=O)C(C(C)=Nc2cccc(Cl)c2)C(=O)O1 (stereo not given)	-1	1	x	x	3	-0.5	-1	-2
CCOC(=O)Cn1c(=O)c(C#N)cn(C(C)C)c1=O	1	-6	-13	0.99	3	0.7	10	1
Cc1ccc(NC(=O)c2cc(NC(=O)c3ccco3)ccc2N2CCCCC2)cc1	-3	-11	-14	0.93	-11	1.8	-19	-1
Cc1onc(-c2ccccc2)c1C(=O)N(CC(C)C)c1c(N)n(CC(C)C)c(=O)[nH]c1=O	-3	-5	3	1	0	-0.5	-1	0
CCCCC(=O)Nc1nc(C)c(-c2csc(Nc3ccc(Cl)cc3)n2)s1	-16	-9	12	1.1	-109	1.1	23	9
Cc1cc([N+](=O)[O-])nn1Cc1noc(C(=O)NCCCn2ccnc2)n1	1	13	-17	0.93	12	0.5	-12	-1
Cc1ccc(Cl)cc1NC(=S)N(C)N	0	2	-37	1.1	12	1.0	-7	-1
Cc1c(Cl)cccc1NC(=S)C(=C([O-])c1ccc(Cl)s1)[n+]1ccccc1	-9	-4	x	x	13	2.4	24	-8
CN1/C(=C/C=C(/C#N)C(N)=O)C(C)(C)c2ccccc21	-20	-9	-8	0.84	-99	-2.3	19	0
Cc1ccc(S(=O)(=O)NC(CC(=O)O)c2ccccc2)c(C)c1 (stereo not given)	2	-1	-25	1.1	4	0.7	-10	-2
Cc1ccc(OCC(=O)NCCCNC(=O)c2ccncc2)cc1C	0	-4	-22	1.1	8	-0.3	-6	1
O=C(NC(=S)Nc1ccc(N2CCOCC2)cc1)c1cccc([N+](=O)[O-])c1	0	-5	0	1.2	22	-0.3	27	-1
COc1ccc(-c2nnc(-c3cccnc3)o2)cc1	-1	1	-29	1.1	-290	-0.4	-3	1
Cc1cc(C(=O)OCC(=O)N(C)c2ccccc2)c2ccccc2n1	1	0	0	1	-8	0.2	12	3
O=C(CSc1ccccc1Cl)NC1CCCc2ccccc21 (stereo not given)	0	12	-6	0.99	9	-7.3	-1	0
c1ccc(-c2nc3nonc3c3nc4ccccc4n23)cc1	-1	9	-2	0.88	-249	-0.1	-15	-4
CCC(CC)C(=O)Nc1c2c(nn1-c1ccc(OC)cc1)CS(=O)C2 (stereo not given)	-1	5	2	0.88	31	-1.2	-6	-4
Cc1ccc(S(=O)(=O)NC(=O)Nc2ccccc2F)cc1	2	4	-4	1.1	19	-2.5	-4	1

# Of the compounds above, these have a COOH group:
compound	SENP1 inh	ATG4B inhibitor	SENP6 block	hIAP activ	SENP8 inh	MPTP inh	PfG6PD inh	GRIN3A LBD mod
Cc1nn(-c2ccccc2)c(CC(C)(C)C(=O)O)c1C(=O)O	1	-7	-13	0.67	18	-5.4	2	1
O=C(O)c1cc(Cl)c(Cl)cc1C(=O)N(Cc1ccccc1)Cc1ccccc1	0	43*	-4	1.2	11	0.5	-42	1
Cc1ccc(S(=O)(=O)NC(CC(=O)O)c2ccccc2)c(C)c1 (stereo not given)	2	-1	-25	1.1	4	0.7	-10	-2

# The list continues.
compound	SENP1 inh	ATG4B inhibitor	SENP6 block	hIAP activ	SENP8 inh	MPTP inh	PfG6PD inh	GRIN3A LBD mod
COc1ccc(S(=O)(=O)N2CCCCC2C)cc1 (stereo not given)	-1	-6	-3	1	5	-1.2	4	2
O=C(COc1ccccc1Cl)NCCNC(=O)c1ccco1	-1	-3	-7	0.95	12	-1.9	8	0
O=C(Nc1cccnc1N1CCOCC1)c1ccco1	-1	4	0	0.96	14	0.0	-8	2
Nn1c(SCC(=O)N2CCCC2=O)nnc1-c1cccs1	1	-7	-27	1.1	-2	-0.4	1	4
